SR-BI HDL uptake = blocks mouse SR-BI lipid uptake from DiI-HDL; hit rate 0.96% among 320,000; ldlA[mSR-BI] CHO cells, DiI-HDL uptake fluorescence, 3 h; AID 488896; inhibition, % at 12.5 µM;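 active means mean replicate inhibition of at least 70% and a set share of replicates each scoring 70 or more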;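 further: 0% = median of neutral control wells and 100% = median of positive control wells; values of inactives mirror those of a sister screen read the other way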
Target sequence (Q61009 whole entry, looked up): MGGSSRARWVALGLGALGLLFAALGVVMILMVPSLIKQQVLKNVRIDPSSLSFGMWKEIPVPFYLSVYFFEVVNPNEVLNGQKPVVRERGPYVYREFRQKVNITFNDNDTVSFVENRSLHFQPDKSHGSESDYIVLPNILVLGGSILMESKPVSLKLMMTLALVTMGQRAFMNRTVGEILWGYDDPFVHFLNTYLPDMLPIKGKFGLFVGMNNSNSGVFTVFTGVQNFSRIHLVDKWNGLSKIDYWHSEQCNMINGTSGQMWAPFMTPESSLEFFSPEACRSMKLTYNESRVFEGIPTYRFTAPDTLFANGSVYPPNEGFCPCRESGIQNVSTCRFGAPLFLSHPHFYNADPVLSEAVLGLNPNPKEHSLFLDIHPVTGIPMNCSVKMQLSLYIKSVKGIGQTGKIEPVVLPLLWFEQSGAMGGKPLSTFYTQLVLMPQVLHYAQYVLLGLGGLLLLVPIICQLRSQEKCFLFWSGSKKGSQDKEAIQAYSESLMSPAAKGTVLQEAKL
dFosB activator = activators of mouse delta FosB homodimer; P13346; purified delta FosB, TAMRA-CDK5 oligo fluorescence polarization; percent of positive-control signal above neutral wells; activation, % at 25 µM; hit rate 0.99% among 340,000;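 active means mean activation above about 17%, with every replicate also reaching it, limit read from the data, passing the limit was not always enough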;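 further: fluorescence polarization rise as delta FosB binds a TAMRA Cdk5 AP-1 oligo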
Target sequence (P13346 whole entry, looked up): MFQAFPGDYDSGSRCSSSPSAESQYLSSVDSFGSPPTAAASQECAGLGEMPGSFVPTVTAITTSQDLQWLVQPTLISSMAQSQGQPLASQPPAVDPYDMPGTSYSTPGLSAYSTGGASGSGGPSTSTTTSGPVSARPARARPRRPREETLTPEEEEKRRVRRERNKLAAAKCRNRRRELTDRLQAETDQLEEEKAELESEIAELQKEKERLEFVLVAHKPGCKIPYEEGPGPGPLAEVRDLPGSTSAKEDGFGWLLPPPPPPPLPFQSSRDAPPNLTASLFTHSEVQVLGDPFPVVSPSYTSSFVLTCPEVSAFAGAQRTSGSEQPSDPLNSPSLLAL
CAL PDZ FP-1 = inhibitors of human CAL PDZ peptide binding; Q9HD26; purified CAL PDZ, TMR-peptide fluorescence polarization, 1 h; inhibition, % at 24.9 µM; hit rate 0.92% among 300,000; AID 602252;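 active means mean inhibition of at least 30% with at least half of replicates also reaching 30%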;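 further: 0% = DMSO neutral control and 100% = excess unlabeled competitor peptide PRC23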
SR-BI DiI-HDL act = SR-BI HDL lipid transfer activation; CHO ldlA[mSR-BI] cells, DiI-HDL uptake fluorescence, 3 h; 100 = double the neutral-control signal; activation, % at 12.5 µM; hit rate 0.096% among 320,000; AID 504775;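 active means mean replicate activation of at least 60% and every replicate at or above 60%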;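 further: 0% = median plate neutral-control signal and 100% = twice that signal; values of inactives mirror those of a sister screen read the other way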
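Test system: SR-BI-overexpressing, LDLR-lacking CHO cells; Also added: labelled HDL, 10 µg/mL; Measured by: bottom-read cell fluorescence after medium removal, ex 550/em 595 nm; Timing: 3 h uptake period with compound, 37 °C; Buffer or medium: F12, 0.5% BSA, 25 mM HEPES; Doses: single compound concentration, delivered by pin transfer.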
NSD2 inh = blocks human histone methyltransferase NSD2; hit rate 0.54% among 310,000; NSD2 peptide methylation, AlphaScreen, 120 min; O96028; inhibition, % at 12.5 µM; in the data active means inhibition above about 50%
PvdQ acylase = P. aeruginosa PvdQ acylase inhibition; purified PvdQ acylase, fluorescence plate reader; inhibition, % at 10 µM; hit rate 0.063% among 340,000; in the data active means inhibition above about 30%, passing the limit was not always enough;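 further: 0% = vehicle neutral wells and 100% = reference inhibitor wells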
CAL PDZ FP-2 = human CAL PDZ-peptide interaction inhibition; inhibition, % at 20 µM; purified CAL PDZ, TMR-peptide fluorescence polarization, 1 h; hit rate 0.02% among 330,000; AID 504414;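 active means highest replicate inhibition of at least 40%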;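 further: plate controls were DMSO neutral control wells for no effect and unlabeled competitor peptide control wells for full effect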
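Control set: unlabelled peptide and DMSO controls / Material: purified CerCALP PDZ construct / Timing: 1 h incubation at room temperature before polarization reading / Doses: 20 µM, one dose / Detection: fluorescence polarization (mP)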
MITF act = activators of MITF-driven TRPM1 promoter activity in SK-MEL-5 cells; SK-MEL-5 TRPM1-promoter luciferase, 24 h; % of positive control, neutral wells = 0; activation, % at 12.5 µM; hit rate 0.75% among 300,000; AID 588334;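 active means mean activation of at least 80% with every replicate also reaching 80%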;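 further: 0% = neutral control wells and 100% = parthenolide positive control wells; values of inactives mirror those of a sister screen read the other way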
PfHsp90 yeast 2 = inhibits growth of yeast expressing Plasmodium falciparum Hsp90 | S. cerevisiae expressing PfHsp90, BacTiter-Glo ATP, 48 h; yeast lacking PDR1 and PDR3 efflux regulators | hit rate 0.32% among 310,000 | AID 504621 | inhibition, % at 9.4 µM;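 active means every replicate shows inhibition above about 80%, whatever the replicate mean, limit read from the data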;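 further: 0% = DMSO neutral controls and 100% = 20 µM radicicol positive controls; yeast relying on Plasmodium falciparum Hsp90 in place of its own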
Rtt109 HAT inh = inhibitors of Candida albicans Rtt109/Vps75 histone acetyltransferase; AID 540336; inhibition, % at 34.9 µM; hit rate 0.16% among 330,000; purified Rtt109/Vps75, ThioGlo CoA-SH fluorescence, 4 h;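 active means inhibition of at least 50% in every replicate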
An asterisk follows results filed as active; . = no result given.

The opening 2 entries as a preview:
SR-BI HDL uptake	dFosB activator	CAL PDZ FP-1	SR-BI DiI-HDL act	NSD2 inh	PvdQ acylase	CAL PDZ FP-2	MITF act	PfHsp90 yeast 2	Rtt109 HAT inh	SMILES
16	10	-3	-16	-2	-5	-0.6	66	7	5	Cc1ccsc1C(=O)N/N=C/c1ccc([N+](=O)[O-])cc1
-19	0	.	19	-2	-5	-0.4	12	21	5	COCCNC(=O)C(c1cccnc1)N(Cc1ccccc1)C(=O)Cn1nnc2ccccc21 (configuration not stated)

This part in full, from the first entry:
SR-BI HDL uptake	dFosB activator	CAL PDZ FP-1	SR-BI DiI-HDL act	NSD2 inh	PvdQ acylase	CAL PDZ FP-2	MITF act	PfHsp90 yeast 2	Rtt109 HAT inh	SMILES
16	10	-3	-16	-2	-5	-0.6	66	7	5	Cc1ccsc1C(=O)N/N=C/c1ccc([N+](=O)[O-])cc1
-19	0	.	19	-2	-5	-0.4	12	21	5	COCCNC(=O)C(c1cccnc1)N(Cc1ccccc1)C(=O)Cn1nnc2ccccc21 (configuration not stated)
-49	0	-1	49	-2	-7	-1.1	-2	-13	3	Cc1cc(C)n2nc(C(=O)OCC(=O)Nc3ccc(F)cc3F)nc2n1
-6	-3	.	6	1	4	-1.7	.	-3	-2	COc1ccc(OC/C(O)=C(\C#N)c2nc3ccccc3[nH]2)cc1
12	3	4	-12	0	-5	-0.4	.	.	0	CCOC(=O)c1c(NC(=O)CSc2nnc(-c3cccnc3)o2)sc2c1CCC2
22	6	-6	-22	-6	0	0.3	0	10	-19	FC(F)(F)c1cccc(NC(=S)NCc2ccc(Cl)cc2)c1
.	-2	-2	.	-1	-12	1.0	61	6	2	O=C(c1cc(COc2c(F)cccc2F)on1)N1CCSCC1
.	-4	-2	.	4	-24	0.2	-3	-7	-2	Nc1ccc(S(=O)(=O)NC2(C(F)(F)F)NC(=O)N(Cc3ccccc3)C2=O)cc1 (configuration not stated)
-10	-7	.	10	.	-8	0.0	13	-6	4	CSCCC(C)N1CCC(Oc2ccc(C(=O)N3CCCC3)cc2)CC1 (configuration not stated)
-5	-9	-4	5	0	-9	-2.3	-6	-34	-4	O=C1CN(C(=O)COC(=O)CNC(=O)c2ccccc2)c2ccccc2N1
10	-1	.	-10	.	-13	-1.0	0	4	8	O=C(CSc1nc2ccccc2nc1N1CCCC1)Nc1ccc(Cl)cc1
-2	3	-7	2	-1	-13	.	-15	-15	5	COc1ccc(C=O)cc1COc1ccc(C)cc1[N+](=O)[O-]
6	-15	0	-6	2	-8	-1.6	7	-3	9	COc1ccc(-c2noc(CSc3nnc(Cc4ccccc4)n3-c3ccc(Cl)cc3)n2)cc1
-12	32*	-10	12	1	-12	-1.3	-8	-15	-13	O=C(COC(=O)c1cc(S(=O)(=O)Nc2ccccc2Cl)ccc1O)Nc1nc2ccccc2s1
-20	-3	-1	20	-3	-2	1.2	.	3	-14	CN(C)C(=O)c1ccc(OCC(F)(F)F)nc1
18	-6	-3	-18	4	-2	.	-14	33	1	CSc1cccc(NC(=O)C2CCCN(S(=O)(=O)c3ccc(F)cc3)C2)c1 (configuration not stated)
9	-2	3	-9	-1	-13	-3.2	-6	-34	-2	CCOC(=O)c1cccc(NC(=O)CSc2nc(N)cc(N)n2)c1
-14	-16	1	14	1	-3	-4.4	89*	8	.	COc1ccc(Oc2nnc(C)c3ccccc23)cc1
.	-6	-6	.	18	0	-3.3	-6	2	13	O=C(O)c1cccc(-n2cccc2/C=C2/NC(=O)N(c3cccc(Cl)c3)C2=O)c1
2	-8	4	-2	-4	6	.	-6	2	15	O=c1[nH]ncc(NCCCO)c1Cl
11	2	-4	-11	4	-12	0.8	-6	11	1	CCOC(=O)c1cc2c(n(-c3ccc(C)cc3)c1=O)CCCC2=O
-10	-18	2	10	3	12	-2.0	21	0	10	Cc1[nH]c2ccc(C(=O)NCc3ccccn3)cc2c1C
12	-6	2	-12	14	-14	-0.8	-11	-24	3	COc1ccc(Br)cc1CN(C)CC(=O)Nc1cccc(S(=O)(=O)N2CCCC2)c1
-11	-7	.	11	3	16	-3.4	3	10	17	Cc1c(Cl)c([N+](=O)[O-])nn1CCCC(=O)Nc1ccc(Cl)cc1Cl
-39	-13	0	39	.	-6	0.2	-3	7	16	Cc1ccc(S(=O)(=O)Nc2ccc3c(c2)CC(=O)N([C@H](C)CO)C[C@H](C)[C@H](CN(C)Cc2ccc4c(c2)OCO4)O3)cc1
6	-6	.	-6	.	-4	-0.6	0	-19	5	Cc1ccc(S(=O)(=O)N2[C@@H](c3ccc(Br)cc3)C(C(=O)O)=CC[C@H]2c2ccc(C(C)C)cc2)cc1
-6	-2	-2	6	-10	-14	-0.6	-12	10	-21	CC1Cc2ccccc2N1C(=O)CSc1nc(-c2ccco2)cc(C(F)(F)F)n1 (configuration not stated)
-21	-7	-4	21	-5	-2	-3.5	-9	2	1	COc1ccc(CN2CCC(Oc3cc(C(=O)NC4CC4)ccc3OC)CC2)c(O)c1
5	-6	-3	-5	44	-10	-1.7	12	.	6	CC(Oc1ccccc1)C(=O)N=Nc1c(O)[nH]c2ccc([N+](=O)[O-])cc12 (configuration not stated)
20	4	-1	-20	2	-6	-2.0	11	-21	2	CCc1nnc(NS(=O)(=O)c2ccc(N/C=C\C(=O)c3ccc4ccccc4c3)cc2)s1
9	1	2	-9	.	1	-1.6	-9	-19	-1	CCOc1ccc(C2/C(=C(/O)c3ccc4c(c3)CC(C)O4)C(=O)C(=O)N2CCCn2ccnc2)cc1OCC (configuration not stated)
19	-3	-1	-19	.	2	-1.7	71	-17	0	Cc1nc2ccc(C(=O)OCc3ccccc3Br)cc2nc1C
-18	3	-3	18	1	-7	-2.6	2	.	-26	O=C(C1COc2ccccc2O1)N1CCN(c2nc3ccc([N+](=O)[O-])cc3s2)CC1 (configuration not stated)
-7	-4	.	7	-6	-7	2.0	8	0	-6	Cc1cc2ncc(-c3ncc(C(F)(F)F)cc3Cl)cn2n1
61	-1	-7	-61	.	-19	-2.3	4	17	-21	COc1ccc(-c2c(C#Cc3ccsc3)c3cc(-c4ccc(OC)nc4)ccc3n2C)cc1
23	-13	-6	-23	0	-10	-0.2	-3	-27	1	COc1cc2c(cc1OC)CN(S(=O)(=O)c1cccs1)CC2
-1	-11	0	1	-3	4	-0.5	-8	-2	-1	Cc1ccc2occ(C3N[C@H](C(=O)O)CS3)c(=O)c2c1 (some centres not stated)
-19	3	1	19	3	-2	-1.6	16	-7	-5	NC(=O)C1CCN(C(=O)CSc2nc3ccccc3s2)CC1
-5	-5	0	5	4	-3	-1.8	51	.	-3	CCN1C(=S)SC(=O)C1=C1C=C(C)N(CCO)C(C)=C1
.	-9	-5	.	.	-12	-0.7	-2	108*	8	O=[N+]([O-])c1ccc(NC(=S)NCCc2ccc(Cl)cc2)cc1
1	-8	2	-1	7	-9	-1.9	7	14	9	CC(=O)N1CCN(c2ccc(NCc3ccc4c(c3)OCO4)cc2)CC1
26	-9	2	-26	8	-12	-2.9	-80	22	18	CNc1ccc(Br)cc(C(=O)/C=C/c2cccc(Cl)c2Cl)c1=O
-26	-3	.	26	.	-6	-0.1	-4	2	-2	COC(=O)CSc1nc2nc(C)cc(C)n2n1
-28	-3	3	28	-1	-10	-1.4	0	-6	-2	CCCCNc1c(NC(C)=O)c(=O)oc2ccccc12
7	-2	2	-7	1	-1	1.5	-2	18	24	Cc1ccc(S(=O)(=O)NNC(=O)NC23CC4CC(CC(C4)C2)C3)cc1
48	1	-4	-48	-9	-18	0.1	-26	9	.	COc1ccccc1Nc1nnc(SCC(=O)Nc2nc(-c3ccc(F)cc3)cs2)s1
-14	-8	3	14	1	-12	-0.6	1	-39	8	COc1ccc(CSCC(=O)Nc2ccccc2)cc1[N+](=O)[O-]
-18	-7	-2	18	-2	1	-1.3	-15	.	-5	Cc1c(-n2c(SCC(=O)NC(C)C)nc3ccccc3c2=O)c(=O)n(-c2ccccc2)n1C
-20	-6	.	20	18	-10	-1.0	.	-31	18	Cc1ccc(OCc2ccoc2C(=O)O)cc1C
-1	-4	-4	1	.	3	-0.9	.	12	21	CC(CCc1ccco1)NC(=O)Cn1nc(Cc2ccncc2)c2ccccc2c1=O (configuration not stated)
5	-5	.	-5	.	-1	-0.1	5	-8	4	Cc1c(NC(=O)c2cc3nc(-c4ccccc4)cc(C)n3n2)c(=O)n(-c2ccccc2)n1C
6	-5	-3	-6	0	-4	-11	.	-11	4	Oc1ccccc1Cn1c(-c2ccccc2O)nc2ccccc21
27	-5	-2	-27	-1	-8	-1.7	23	-9	1	COc1ccc(NC(=O)CNc2cccc(C#N)c2)cc1Cl
-7	6	-2	7	13	-7	.	10	-3	-7	CCOc1ncccc1C(=O)OCC(=O)NCCc1ccccc1
-8	-7	3	8	1	-2	-1.9	3	-6	-1	C[C@@H](NC(=O)[C@@H]1Cc2ccccc2CN1)C(=O)NC1CCCC1
-33	4	-5	33	-4	-1	-0.1	8	-9	5	CCOC(=O)C(C)Oc1ccc(OCc2ccccc2)cc1 (configuration not stated)
-16	-4	-5	16	-2	-4	-2.4	1	7	-1	COc1ccc(NC(=O)CN(C)C(=O)CCCSc2nc3ccccc3[nH]2)cc1

Not a hit list. About 4.3% of those tested had a hit in this group.
